M. tuberculosis HTS: M. tuberculosis growth inhibition, HTS (AID 449762) | one-dose inhibition, % at 25 µM; IC50 in µM for titrated hits | 330,000 compounds, 0.59% hits | M. tuberculosis H37Rv growth inhibition, 7H9 media; higher % means a stronger effect; in the data active means a potency from the dose series; inconclusive means inhibition above about 70% without an active follow-up result;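 further: bacterial growth assessed after seven days of incubation; strong numbers were not always called active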
PhoP GFP inhibition: PhoP regulon inhibitors, Salmonella typhi PhoP promoter GFP reporter, confirmatory (AID 1850); Salmonella Typhi PhoP-promoter GFP reporter, fluorescence, 4 h; higher % means a stronger effect; inhibition, % at 50 µM; hits with a dose series show IC50 in µM; 310,000 compounds, 0.33% hits; in the data active means a potency from the dose series; inconclusive means inhibition mostly from about 25% at the one dose, without a potency; inactive means the rest, 99 in 100 with inhibition below about 19%;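 further: 0% = induced wells with vehicle and 100% = uninduced wells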
VEEV TC-83 Vero: inhibitors of VEEV TC-83 cytopathic effect, confirmation, Vero cells (AID 588727) | Vero cells, VEEV TC-83 cytopathic effect inhibition; higher % means a stronger effect | inhibition, % at 20 µM, or IC50 in µM where a hit was titrated | 350,000 compounds, 0.13% hits; in the data active means a potency from the dose series; inconclusive means inhibition mostly from about 14% at the one dose, without a potency; inactive means the rest, 99 in 100 with inhibition below about 12%; further: strong numbers were not always called active
tuberculosis growth: growth inhibition of non-replicating M. tuberculosis (AID 488890) | Mycobacterium tuberculosis non-replicating, growth inhibition; higher % means a stronger effect | inhibition, % at 25 µM, or IC50 in µM where a hit was titrated | 320,000 compounds, 0.39% hits; in the data active means a potency from the dose series; inconclusive means inhibition mostly from about 82% at the one dose, without a potency; inactive means the rest, 99 in 100 with inhibition below about 76%;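 further: plate controls were DMSO cells for no effect and high antibiotic wells for full effect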
H1N1 NS1A inhibition: H1N1 influenza NS1A inhibitors, functional cell based assay (AID 504329) | NS1A functional cell-based assay, percent inhibition; higher % means a stronger effect | inhibition, % at 12.5 µM; hits with a dose series show IC50 in µM | 340,000 compounds, 0.3% hits; in the data active means a potency from the dose series; inconclusive means inhibition above about 27% without an active follow-up result; further: strong numbers were not always called active
VEEV TC-83 Vero 10K pilot screen: recorded beside VEEV TC-83 Vero, whose call it bears; inhibition, %; measured here: 10K pilot screen inhibition
* marks the source's active call; other numbers are inactive results; i = inactive; ? = inconclusive; . = not tested or not shown.

SMILES	M. tuberculosis HTS	PhoP GFP inhibition	VEEV TC-83 Vero	tuberculosis growth	H1N1 NS1A inhibition	others
CC(C)(C)N=C1C([N+](=O)[O-])=CC=C2C1=NC1(CCCCC1)N2O	3%	4%	i	15%	18µM*
Cn1cc([N+](=O)[O-])c(C(=O)N/N=C/c2ccc([N+](=O)[O-])cc2)n1	4%	-2%	1.0%	30%	9%
Cc1cc(C)c(C#N)c(SCCS(=O)(=O)Cc2ccccc2)n1	2%	-2%	2.3%	2%	-6%
COc1ccc(C(=O)Nc2nnc(SCC(=O)NCc3ccco3)s2)cc1OC	-7%	10%	1.1%	1%	-5%
O=[N+]([O-])c1cc([N+](=O)[O-])c(Oc2c(F)cccc2F)cc1NN1CCCCC1	6%	-3%	1.1%	-4%	-1%
CN1CCN(C(=O)c2ccccc2NC(=O)C(C)(C)C)CC1	-5%	11%	0.5%	10%	-26%
Cc1ccc2c(c1)c(Sc1ccccc1)c(CC(=O)O)n2C	3%	3%	0.2%	1%	3%	VEEV TC-83 Vero 10K pilot screen=1.6
NS(=O)(=O)c1ccc(N=Cc2c(O)c3ccccc3oc2=O)cc1	1%	9%	7.6%	49%	.
CCc1ccc(NS(=O)(=O)c2ccc(OC)c(C)c2)cc1	.	-6%	i	.	4%
O=C(CSc1ccccc1C(=O)O)c1ccc([N+](=O)[O-])cc1	-3%	-1%	0.4%	-27%	5%
COc1ccc2nc(SCc3cccnc3)c(C#N)cc2c1	-2%	-6%	1.3%	0%	-1%
NC(=O)c1sc2nc(-c3ccccc3)ccc2c1N	0%	-11%	2.8%	16%	-2%
Cc1sc2ncn(CC(=O)N3CCC(C(N)=O)CC3)c(=O)c2c1S(=O)(=O)N1CC(C)CC(C)C1 (stereo not drawn)	6%	16%	2.4%	0%	-7%
CC(NC(=O)c1ccccc1Cl)C(=O)N1CCN(Cc2ccc3c(c2)OCO3)CC1 (stereo not drawn)	-6%	.	0.8%	-18%	-8%
CCc1ccc(N(CC(=O)NCc2ccc(OC)cc2)C(=O)CCC(=O)Nc2ccccn2)cc1	1%	10%	i	-3%	-7%
CC1(C)OC(=O)C=C[C@]2(C)[C@H]3CC[C@@]4(C)[C@H](C(=O)O)OC(=O)[C@H]5O[C@]54[C@]3(C)C(=O)C[C@@H]12	-10%	.	3.6%	-10%	-22%
COc1ccc(C(=O)C2CCCN(C(=O)c3cc(C(C)C)no3)C2)cc1F (stereo not drawn)	10%	-3%	i	68%	-14%
Cc1ccc2occ(CN3CC4CC(C3)c3cccc(=O)n3C4)c(=O)c2c1 (stereo not drawn)	4%	-13%	1.5%	7%	0%
COc1ccccc1OCCNC(=O)c1ccc(Br)cc1	2%	5%	0.1%	17%	-25%
CCn1nc(C)cc1C(=O)N1CCCC(N2CCN(c3cccc(Cl)c3)CC2)C1 (stereo not drawn)	7%	0%	i	21%	1%
CN1CCN(C2=C(Cl)C(=O)N(Cc3ccccc3)C2=O)CC1	-5%	-3%	i	-3%	-3%
COc1ccc(/C=C/c2nc(S(=O)(=O)c3ccccc3)c(NCCCN(C)C)o2)cc1OC	26%	1%	i	33%	-4%
O=C(Nc1cccs1)Nc1ccccc1Cl	0%	9%	3.2%	-8%	4%
Cc1ccccc1NC(=O)CSc1nc2scc(C)c2c(=O)[nH]1	1%	3%	0.0%	9%	9%
COc1cccc(-c2cc(N)nn2C(=O)Nc2ccc(Cl)cc2)c1	-1%	10%	8.6%	17%	7%	VEEV TC-83 Vero 10K pilot screen=6.0
Cc1cc(C)n2ncc(C(=O)Nc3ccc(Cl)c(Cl)c3)c2n1	9%	-7%	3.1%	43%	-1%
Cc1ccc(S(=O)(=O)NCc2cn3c(C)csc3n2)cc1	-3%	-4%	9.2%	72%	18%
Cc1ccc(NC(=O)n2ncc3c(C)cccc32)c(C)c1	5%	1%	0.8%	15%	-2%
O=C(COC(=O)c1ccncc1)NC(=O)C1CCCCC1	-10%	14%	4.6%	-8%	13%
Cc1onc(-c2c(Cl)cccc2Cl)c1NC(=O)N(C)N	3%	-5%	0.1%	-8%	4%
CCOC(=O)COC(=O)c1ccc(Oc2cc(C)nc(SC)n2)cc1	5%	3%	6.3%	4%	-33%
OC1(c2ccc(Cl)cc2)CCN(Cc2cn[nH]c2-c2ccc(F)cc2)CC1	1%	-5%	0.7%	43%	-1%
CN1CCN(c2ccc(NC(=O)c3ccc([N+](=O)[O-])o3)cc2Cl)CC1	?	9%	i	?	6%
COc1ccccc1CNC(=O)CN1c2cccc3cccc(c23)S1(=O)=O	0%	.	i	17%	-20%
Nc1[nH]n(-c2ccccc2)c(=O)c1N=Nc1ccc2ncsc2c1	68%	-10%	12%	23%	28%
CCC1CCCCN1c1nc2c(C=O)c(C)nn2c2ccccc12 (stereo not drawn)	4%	-7%	i	14%	-24%
CS/C(=N\S(=O)(=O)c1ccccc1)c1ccccc1	3%	1%	0.3%	44%	-19%
CC(=O)N(C)/C=C1\Sc2ccccc2C1=O	1%	4%	0.6%	-11%	-1%
COc1ccc(-n2c(Cc3cccn3C)nnc2SCC(=O)NCC2CCCO2)cc1 (stereo not drawn)	-9%	-16%	0.2%	-6%	-2%
Nc1nc(-c2ccc(Oc3ccccc3)cc2)c(CC(=O)O)s1	0%	6%	2.9%	5%	2%
COCC1CCCN(Cc2cn[nH]c2-c2cc3ccccc3o2)C1 (stereo not drawn)	-1%	26%	1.3%	15%	4%
CC1(c2ccccn2)Nc2ccccc2-c2nc3ccccc3n21 (stereo not drawn)	-3%	7%	0.3%	21%	-1%
C/C(=N/NC(=O)c1ccc(C)s1)c1ccncc1	-3%	-2%	7.9%	?	-12%
COc1ccc(C=C(c2nc3ccccc3s2)c2nc3ccccc3s2)cc1O	?	2%	5.2%	24%	3%
CN(CCO)c1ccc(-c2n[nH]c(=O)c3ccccc23)cc1[N+](=O)[O-]	4%	1%	i	5%	-20%
O=C(OC1CCCCC1=O)c1cc(=O)c2ccccc2o1 (stereo not drawn)	-7%	0%	1.7%	-14%	4%
CC(=O)C1=C(O)CC(c2ccccc2)CC1=NCCc1c(C)[nH]c2ccc(C)cc12 (stereo not drawn)	0%	11%	0.2%	-5%	13%	VEEV TC-83 Vero 10K pilot screen=1.1
COc1ccc(N(CC(=O)Nc2ccc(S(=O)(=O)N3CCOCC3)cc2)S(=O)(=O)c2ccc(F)cc2)cc1	13%	16%	7.3%	30%	2%
CN(C)c1nc(C(N)=O)nc(N2CCOCC2)n1	-8%	5%	i	-2%	-3%
CC1CCCCN1C(=O)Cn1c(=O)oc2cc(S(=O)(=O)N3CCCC3)ccc21 (stereo not drawn)	0%	-11%	0.9%	.	4%
C=CCn1c(O)c(C2=c3ccccc3=NC2=O)c2ccccc21	?	-3%	i	2.7µM*	-2%
CCC(CC)NCc1ccc(OC)cc1OC	3%	-3%	0.6%	7%	-3%
O=[N+]([O-])c1cc(S(=O)(=O)NCCCN2CCOCC2)ccc1Cl	3%	4%	0.9%	1%	10%	VEEV TC-83 Vero 10K pilot screen=1.5
COc1ccc(OC)c(CN2CCN(C(=O)COc3cccc(C)c3)CC2)c1	-3%	-4%	i	6%	-9%
Cc1ccc2c(c1)c1c(n2CC(O)Cn2c(C)nc3ccccc32)C(=O)CCC1 (stereo not drawn)	-2%	6%	7.9%	.	-6%
O=C(Cn1c(-c2ccccc2)c[n+]2ccsc12)c1ccc(Br)cc1	?	7%	1.6%	75%	-12%
COc1ccc(-c2csc(-c3cccs3)n2)cc1OC	?	18%	7.6%	25%	6%
COc1cccc(/C(O)=C2\C(=O)C(=O)N(c3ccccn3)C2c2cccc(OC)c2OC)c1 (stereo not drawn)	2%	-1%	2.7%	7%	1%
CCOCCn1c(N2CCN(c3ccc(OC)cc3)CC2)nc2c1c(=O)[nH]c(=O)n2C	-1%	6%	i	2%	2%
Cc1cc(=O)[nH]c2c1c(C)nn2C1CCCCC1	-2%	7%	0.5%	-10%	0%

Next part:
SMILES	M. tuberculosis HTS	PhoP GFP inhibition	VEEV TC-83 Vero	tuberculosis growth	H1N1 NS1A inhibition	others
CCOc1ccccc1N1CC(C(=O)NCCC2=CCCCC2)CC1=O (stereo not drawn)	.	.	i	.	-1%
O=C(CNC(=O)c1ccccc1)OCc1ccc([N+](=O)[O-])cc1	-4%	-6%	0.2%	8%	-11%
COc1ccc(NC(=S)N2CCC(C(O)(c3ccccc3)c3ccccc3)CC2)cc1	9%	10%	i	?	4%
CCc1nnc(NC(=O)CSc2nnc3c(n2)[nH]c2ccccc23)s1	0%	2%	0.8%	-10%	-7%
O=C1C(Cc2ccccc2)Nc2ncnc(N3CCOCC3)c2N1Cc1ccccc1 (stereo not drawn)	6%	.	0.3%	46%	-9%
CCCCn1c(N)c(N(CC(C)C)C(=O)C2CCN(S(=O)(=O)c3ccc(OCC)cc3)CC2)c(=O)[nH]c1=O	12%	-5%	0.2%	39%	11%
CN(C)C(=O)N1CCC(C(=O)NCc2ccc3c(c2)OCO3)CC1	-11%	-6%	0.8%	-3%	2%
C[C@@H]1CN(C2CCC(C#N)(c3ccc(F)cc3)CC2)CC[C@]1(C(=O)O)c1ccccc1 (stereo partly drawn)	6%	-7%	1.6%	-8%	2%
COc1c2c(nc3ccccc13)OC(C(C)(O)COC(C)=O)C2 (stereo not drawn)	-4%	-1%	i	-5%	4%
CCN1CCCC1Cn1cnc2c([nH]c3cccc(Cl)c32)c1=O (stereo not drawn)	-1%	-9%	10%	12%	13%
CCc1ccccc1NC(=O)c1ccc(-n2c(C)ccc2C)cc1	-1%	19%	7.5%	16%	10%
Cc1sc(NC(=O)c2ccco2)c(C(c2cccnc2)N2CCN(c3ccc(F)cc3)CC2)c1C (stereo not drawn)	-8%	-6%	4.0%	56%	7%
Cc1ccc(CSCC(=O)Nc2cc(S(=O)(=O)N3CCOCC3)ccc2OC(C)C)cc1	-3%	0%	7.0%	-13%	-13%
Cc1cc(Br)ccc1SCC(=O)OCC(=O)Nc1ncc(C(F)(F)F)cc1Cl	-9%	6%	0.2%	61%	-10%
COc1ccc(-c2cc(=Nc3c(C)n(C)n(-c4ccccc4)c3=O)c3ccccc3o2)cc1	36%	4%	9.4%	28%	3%
Cc1ccccc1NC(=O)c1ccc(F)c(S(=O)(=O)N2CCCCC2)c1	-9%	-8%	1.1%	8%	-7%
CCn1nc(CCC(=O)O)c2ccccc2c1=O	-2%	1%	i	-8%	-3%
COc1ccccc1Nc1cc2cc(Br)ccc2c(=O)[nH]1	22%	9%	1.0%	14%	15%
CCOC(=O)N1CCN(C(=O)c2ccc(NS(=O)(=O)c3ccc4[nH]c(=O)[nH]c4c3)cc2)CC1	-6%	3%	1.2%	-8%	-4%
CC(C)C[C@@H](CN)NC(=O)c1nc[nH]c1C(=O)N[C@@H](Cc1ccccc1)C(=O)CNC[C@H](C)NC(=O)c1nc[nH]c1C(=O)N[C@@H](CC(=O)O)C(=O)O	.	.	i	.	-18%
Cc1cccc(OCc2nnc(SCC(=O)N3CCCCC3)o2)c1	-5%	7%	i	?	-15%

Hits appear at their usual frequency, and some 1.4% of all compounds hit somewhere here.
